Source: PubChem BioAssay
Yeast life ext – compounds extending yeast replicative lifespan, primary screen, S. cerevisiae, OD615 | S. cerevisiae growth with nicotinamide; deaD strain in restrictive glucose medium | 130,000 compounds, 0.68% hits | inhibition of the nicotinamide effect, % at 10 µM;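 active = inhibition above a set limit, placed 3 SD over the median of all compounds, cut at about 26% in these data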;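 note: 0% = nicotinamide-treated wells and 100% = cells grown without nicotinamide; some compounds called inactive have numbers as strong as hits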
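Measured by: optical density (absorbance) at 615 nm; System: modified budding yeast, DeaD strain; Medium: restrictive CSMM-D dextrose medium; Timing: 4 h preincubation then 48 h treatment at 30 °C.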
GALR2 blocker – GALR2 antagonists in receptor-expressing cells, primary screen. Galanin receptor type 2 (Homo sapiens), O43603. antagonist mode. inhibition, % at 4 µM. 140,000 compounds, 0.39% hits. AID 828, 2007; in the data active = inhibition above about 27%;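 note: cells stimulated with galanin 1-16 at roughly its EC80; 0% = agonist challenge control and 100% = basal control without agonist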
Target sequence (O43603 whole entry, looked up): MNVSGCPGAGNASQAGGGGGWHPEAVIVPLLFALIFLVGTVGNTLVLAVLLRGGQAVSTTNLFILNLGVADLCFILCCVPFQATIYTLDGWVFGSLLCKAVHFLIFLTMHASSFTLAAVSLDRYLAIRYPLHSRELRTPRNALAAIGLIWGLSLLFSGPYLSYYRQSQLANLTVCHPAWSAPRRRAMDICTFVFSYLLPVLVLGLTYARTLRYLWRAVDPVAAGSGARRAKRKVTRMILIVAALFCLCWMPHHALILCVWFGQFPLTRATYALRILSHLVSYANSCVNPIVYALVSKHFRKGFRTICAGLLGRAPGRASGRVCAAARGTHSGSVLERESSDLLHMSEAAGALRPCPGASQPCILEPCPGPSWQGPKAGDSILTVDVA
MRP-1 activ – H69AR viability gain despite doxorubicin, primary screen, MRP-1 activator project, H69AR cells, CellTiter-Glo; AID 799, 2007; viability increase, % at 10 µM; viability rescue; 140,000 compounds, 0.61% hits;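 active = viability gain under doxorubicin at or above a set limit, the compound median plus 3 SD, cut at about 4.7% in these data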;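 note: MRP-1 overexpressing cells given doxorubicin 25 µM after compound pretreatment; 18-22 h compound pretreatment then 72 h with doxorubicin before readout; 0% = doxorubicin-only wells and 100% = vehicle-treated cells without doxorubicin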
Yeast growth inh – growth inhibitors of yeast BB579 in restrictive medium, primary screen, yeast lifespan-shortening project, S. cerevisiae | OD615, 48 h | inhibition, % at 10 µM | 140,000 compounds, 0.51% hits | AID 804, 2007;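 active = inhibition above a set limit, 3 SD over the mean compound inhibition, cut at about 44% in these data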; note: inactives centre near -24
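Material: Saccharomyces cerevisiae DeaD strain BB579, replicative lifespan model yeast; buffer or medium: CSMM-D restrictive synthetic medium containing dextrose (glucose); compound: 10 µM single dose, DMSO 0.25%; timing: 48 h compound exposure at 30 °C after 4 h preincubation; signal: turbidity as optical density at 615 nm; benchmarks: positive control amphotericin B 10 µg/mL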
Measles CPE – compounds protecting cells from measles virus cytopathic effect, primary screen, measles RdRp inhibitor project, single point, MLSMR library, absorbance; Measles virus-infected cells, CPE protection; protection (pct of control), % at 4 µM; 140,000 compounds, 1.5% hits; AID 841, 2007; in the data active = protection mostly above about 24%, no sharp cut-off; inactive = mostly below about 26%; note: some compounds called inactive have numbers as strong as hits
E-sel TNF inh – E-selectin induction blockers in HUVEC – imaging, immunofluorescence, high content, primary screen; HUVEC TNFa-induced E-selectin immunofluorescence; inhibition, % at 2 µM; 120,000 compounds, 0.71% hits; AID 1246, 2008;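 active = inhibition above the batch mean plus 3 SD, and confirmed as a hit on visual image review, cut at about 43% in these data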;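 note: 0% = TNF-stimulated DMSO wells and 100% = unstimulated control wells; not every result past the cut was called active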
NPY Y2 blocker – NPY-Y2 receptor antagonists, primary screen, cell-based; AID 793, 2007; NPY-Y2 expressing cells, antagonist mode; inhibition, % at 2.7 µM; 140,000 compounds, 0.99% hits; Neuropeptide Y receptor type 2 (Homo sapiens), P49146; in the data active = inhibition above about 17%;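 note: 0% = vehicle with agonist challenge and 100% = reference antagonist with challenge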
Target sequence (P49146 whole entry, looked up): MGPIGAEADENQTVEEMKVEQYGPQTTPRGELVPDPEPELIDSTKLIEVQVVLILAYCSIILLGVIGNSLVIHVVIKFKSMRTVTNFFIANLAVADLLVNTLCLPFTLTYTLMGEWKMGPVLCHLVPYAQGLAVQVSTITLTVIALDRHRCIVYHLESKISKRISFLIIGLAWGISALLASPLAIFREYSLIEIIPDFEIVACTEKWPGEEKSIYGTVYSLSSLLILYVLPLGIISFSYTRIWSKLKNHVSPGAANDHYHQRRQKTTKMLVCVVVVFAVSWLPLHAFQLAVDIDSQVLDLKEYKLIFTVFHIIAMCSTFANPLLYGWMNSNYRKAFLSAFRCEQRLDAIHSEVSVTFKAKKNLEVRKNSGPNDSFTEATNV
Phagocyt inh – inhibitors of macrophage phagocytosis, primary screen, imaging, J774A.1 cells, IgG beads | inhibition, % at 5 µM | 110,000 compounds, 0.07% hits | J774A.1 macrophage IgG-bead phagocytosis;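 active = inhibition above the mean of the plate negative controls plus 5 SD, cut at about 13% in these data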;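 note: phagocytic index as fraction of beads internalized from green versus red external bead signal; plate controls were DMSO negative control for no effect and cytochalasin-D positive control for full effect; some results beyond the cut were filed as inactive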
PTEN del growth – growth suppression of PTEN-null HCT116, primary screen, cell-based, CellTiter-Glo; HCT116 PTEN-null viability, 60 h; hits give low values; viability, % at 10 µM; 140,000 compounds, 1.2% hits; AID 827, 2007;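 active = viability at or below a set limit, 4 SD under the median of all tested compounds, cut at about 3.7% in these data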;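 note: PTEN knockout HCT116 line with beta catenin targeted HCT116 as companion control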
bCat KO growth – primary screen for growth suppressors in beta-catenin knockout HCT116 cells (colon tumor, human); AID 818, 2007; 140,000 compounds, 1.5% hits; viability, % at 10 µM; HCT116 beta-catenin knockout viability, CellTiter-Glo, 60 h; hits give low values;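 active = viability at or under a set limit, the compound median less 4 SD, cut at about 6% in these data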;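 note: 0% = Hyamine 1622 control at 20 µM and 100% = untreated cell control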
An asterisk follows results filed as active.

Results for CCOC(=O)c1c(-c2cccs2)csc1NC(=O)CSc1ncn[nH]1 ?
Yeast life ext: -0.5; GALR2 blocker: -10.2; MRP-1 activ: 6.0*; Yeast growth inh: -61.5; Measles CPE: 11.7; E-sel TNF inh: 0.8; NPY Y2 blocker: 8.6; Phagocyt inh: -0.9; PTEN del growth: 80.2; bCat KO growth: 88.0

How did CCCCCCCC(=O)NN=C1CCN(Cc2ccccc2)CC1 do in these assays?
Yeast life ext: -1.0; GALR2 blocker: -8.6; MRP-1 activ: 1.7; Yeast growth inh: 4.3; Measles CPE: 4.3; NPY Y2 blocker: 3.2; Phagocyt inh: -3.9; PTEN del growth: 108.6; bCat KO growth: 96.8

How did COc1ccc(C)cc1S(=O)(=O)N(CC(=O)N1CCCC1)c1ccccc1 do in these assays?
Yeast life ext: -15.0; GALR2 blocker: 4.7; MRP-1 activ: -0.8; Yeast growth inh: -42.7; Measles CPE: 28.5; E-sel TNF inh: -54.9; NPY Y2 blocker: 5.6; Phagocyt inh: 0.6; PTEN del growth: 110.0; bCat KO growth: 94.9

How did O=C(NC1CSC/C1=N\O)c1ccccc1 (stereo not given) do in these assays?
Yeast life ext: -8.2; GALR2 blocker: 7.9; MRP-1 activ: -0.4; Yeast growth inh: 13.0; Measles CPE: 11.9; E-sel TNF inh: 19.8; NPY Y2 blocker: 0.6; Phagocyt inh: 0.1; PTEN del growth: 83.1; bCat KO growth: 76.7

How did COc1ccc(S(=O)(=O)N2CCOCC2)cc1NC(=O)Cc1ccc(Cl)c(Cl)c1 do in these assays?
Yeast life ext: 2.9; GALR2 blocker: 6.1; MRP-1 activ: -1.2; Yeast growth inh: -3.8; Measles CPE: 12.3; NPY Y2 blocker: 0.2; PTEN del growth: 100.7; bCat KO growth: 95.9

Results for CN(CCO)Cc1csc2ccc(Br)cc12 ?
Yeast life ext: -5.4; GALR2 blocker: 4.1; MRP-1 activ: 0.9; Yeast growth inh: -38.2; Measles CPE: 13.8; E-sel TNF inh: 18.4; NPY Y2 blocker: 5.4; Phagocyt inh: 0.2; PTEN del growth: 109.9; bCat KO growth: 103.2

What do the screens show for `Cc1cccc(C)c1NC(=O)NC1(C(=O)NCCCN2CCOCC2)CCCCC1`?
GALR2 blocker: 10.4; MRP-1 activ: -0.6; Yeast growth inh: -14.0; Measles CPE: 15.1; E-sel TNF inh: -7.5; NPY Y2 blocker: 3.2; PTEN del growth: 97.4; bCat KO growth: 92.2

Results for Cc1ccc(NC(=O)CCC(=O)NNS(=O)(=O)c2ccccc2)cc1C ?
Yeast life ext: -2.8; GALR2 blocker: 3.3; MRP-1 activ: 0.9; Yeast growth inh: 4.1; Measles CPE: 9.8; NPY Y2 blocker: 3.5; Phagocyt inh: 8.6; PTEN del growth: 91.3; bCat KO growth: 88.7

What do the screens show for `CCOC(=O)c1[nH]c2c(c1-c1ccccc1)C(=O)CC(c1ccc(OCC)cc1)C2` (stereo not given)?
Yeast life ext: 7.7; GALR2 blocker: 3.1; MRP-1 activ: -2.1; Yeast growth inh: -30.8; Measles CPE: 11.0; E-sel TNF inh: -7.7; NPY Y2 blocker: 1.5; PTEN del growth: 87.7; bCat KO growth: 90.1

What do the screens show for `CCCOc1ccc(/C(O)=C2\C(=O)C(=O)N(CCCOC)C23C(=O)N(C)c2ccccc23)cc1` (stereo not given)?
Yeast life ext: -22.1; GALR2 blocker: 5.8; MRP-1 activ: -1.2; Yeast growth inh: -11.0; Measles CPE: 10.2; NPY Y2 blocker: 1.3; Phagocyt inh: 2.8; PTEN del growth: 101.5; bCat KO growth: 93.6

What do the screens show for `Cc1ccc(-c2ccc(CCC(=O)O)n2NC(N)=S)cc1`?
Yeast life ext: -4.0; GALR2 blocker: -8.4; MRP-1 activ: -1.6; Yeast growth inh: -25.2; Measles CPE: 14.7; NPY Y2 blocker: 0.2; Phagocyt inh: -6.2; PTEN del growth: 97.7; bCat KO growth: 92.8

What do the screens show for `CCOC(=O)c1ccc(Nc2nc(C)cc(C)c2C#N)cc1`?
Yeast life ext: -14.8; GALR2 blocker: -2.9; MRP-1 activ: -2.0; Yeast growth inh: -0.7; Measles CPE: 11.3; E-sel TNF inh: -5.1; NPY Y2 blocker: 2.4; Phagocyt inh: 0.1; PTEN del growth: 95.5; bCat KO growth: 92.8

What do the screens show for `CCCn1c(=O)c2ccccc2n2c(SCc3nnc(-c4ccccc4Br)o3)nnc12`?
Yeast life ext: -5.3; GALR2 blocker: -6.8; MRP-1 activ: -2.2; Yeast growth inh: -48.0; E-sel TNF inh: -61.1; NPY Y2 blocker: 4.3; PTEN del growth: 98.2; bCat KO growth: 83.0

Results for O=C(O)C1CC=CCC1C(=O)Nc1cccc(C(=O)N2CCCCC2)c1 (stereo not given) ?
Yeast life ext: -0.5; GALR2 blocker: -14.0; MRP-1 activ: 0.0; Yeast growth inh: 2.9; Measles CPE: 2.5; E-sel TNF inh: 13.8; NPY Y2 blocker: 4.3; Phagocyt inh: 1.3; PTEN del growth: 95.8; bCat KO growth: 93.2

How did CCOC(=O)C(NC(=O)N(C)C)(Nc1sc(C)c(CC)c1C#N)C(F)(F)F (stereo not given) do in these assays?
Yeast life ext: 7.0; GALR2 blocker: 1.4; MRP-1 activ: -1.8; Yeast growth inh: -24.4; Measles CPE: 4.8; NPY Y2 blocker: 2.0; Phagocyt inh: -8.2; PTEN del growth: 100.0; bCat KO growth: 94.2

What do the screens show for `O=C(Nc1ccc2oc(-c3cccc(F)c3)nc2c1)c1ccccc1F`?
Yeast life ext: 0.7; GALR2 blocker: -1.2; MRP-1 activ: -2.9; Yeast growth inh: -81.3; Measles CPE: 2.1; NPY Y2 blocker: 3.2; Phagocyt inh: -0.5; PTEN del growth: 2.4*; bCat KO growth: 6.7

What do the screens show for `CCOC(=O)Cc1csc(N/C(=N/S(=O)(=O)c2cc(Br)ccc2OCC)c2ccccc2)n1`?
Yeast life ext: 6.4; GALR2 blocker: 4.6; MRP-1 activ: -0.1; Yeast growth inh: -38.2; Measles CPE: 13.2; NPY Y2 blocker: 0.9; Phagocyt inh: -12.4; PTEN del growth: 98.0; bCat KO growth: 90.0

How did O=C(O)c1oc2ccc(Br)cc2c1-n1cccc1 do in these assays?
GALR2 blocker: -4.0; E-sel TNF inh: -4.4; NPY Y2 blocker: 3.1; Phagocyt inh: -4.6

How did O=C(Nc1nc2c(s1)CCCC2)C1COc2ccccc2O1 (stereo not given) do in these assays?
Yeast life ext: -7.0; GALR2 blocker: -1.6; MRP-1 activ: -2.9; Yeast growth inh: -13.3; Measles CPE: 28.8; NPY Y2 blocker: -2.6; Phagocyt inh: 0.2; PTEN del growth: 76.0; bCat KO growth: 77.3

How did CC1CCCN(C(=O)c2ccc(CNc3c(N4CCCCC4)c(=O)c3=O)cc2)C1 (stereo not given) do in these assays?
Yeast life ext: -8.5; GALR2 blocker: -13.8; MRP-1 activ: -1.1; Yeast growth inh: -0.2; Measles CPE: 25.9; E-sel TNF inh: 3.3; NPY Y2 blocker: 1.7; PTEN del growth: 101.3; bCat KO growth: 99.8

Results for Cc1ccc(S(=O)(=O)NCc2ccc(C(=O)N3CCN(Cc4ccccc4)CC3)cc2)cc1 ?
Yeast life ext: -5.1; GALR2 blocker: -8.2; MRP-1 activ: -3.3; Yeast growth inh: -36.5; Measles CPE: 1.0; E-sel TNF inh: 19.4; NPY Y2 blocker: 3.8; PTEN del growth: 62.5; bCat KO growth: 63.2

Results for COc1cc(Nc2nc3ccccc3n3nnnc23)cc(OC)c1OC ?
Yeast life ext: -8.9; GALR2 blocker: 0.0; MRP-1 activ: -0.3; Yeast growth inh: -16.2; Measles CPE: 9.8; NPY Y2 blocker: 3.2; Phagocyt inh: 0.3; PTEN del growth: 77.0; bCat KO growth: 76.1

What do the screens show for `Cc1ccccc1C(=O)OCCN1CCOCC1`?
Yeast life ext: 7.3; GALR2 blocker: 11.0; MRP-1 activ: -0.5; Yeast growth inh: -33.4; Measles CPE: 10.9; E-sel TNF inh: 14.4; NPY Y2 blocker: 4.7; Phagocyt inh: -5.2; PTEN del growth: 100.3; bCat KO growth: 98.8

How did C/C(N)=C(/C#N)C(=O)COC(=O)c1ccc(O)cc1 do in these assays?
Yeast life ext: 0.5; GALR2 blocker: -7.7; MRP-1 activ: -1.4; Yeast growth inh: -0.2; Measles CPE: 8.5; NPY Y2 blocker: 0.2; PTEN del growth: 96.7; bCat KO growth: 89.2

How did O=C(c1ccc(CS(=O)(=O)c2ccc(Br)cc2)o1)N1CCN(c2ccccn2)CC1 do in these assays?
Yeast life ext: -7.5; GALR2 blocker: -0.1; MRP-1 activ: -1.8; Yeast growth inh: 7.8; Measles CPE: 6.0; NPY Y2 blocker: 2.1; PTEN del growth: 89.8; bCat KO growth: 92.2

Results for O=S(=O)(Nc1ccc(S(=O)(=O)N2CCCCC2)cc1)c1ccc(Br)s1 ?
Yeast life ext: 6.1; GALR2 blocker: 9.1; MRP-1 activ: 0.9; Yeast growth inh: -32.6; Measles CPE: 16.4; E-sel TNF inh: -15.7; NPY Y2 blocker: 3.7; Phagocyt inh: -1.7; PTEN del growth: 90.0; bCat KO growth: 96.7

What do the screens show for `O=S(=O)(NCC1CCCO1)c1ccc(S(=O)(=O)N2CCCC2)cc1` (stereo not given)?
Yeast life ext: -0.1; GALR2 blocker: 12.6; MRP-1 activ: -1.5; Yeast growth inh: -23.9; Measles CPE: 21.1; E-sel TNF inh: -9.9; NPY Y2 blocker: 0.7; Phagocyt inh: -2.5; PTEN del growth: 89.3; bCat KO growth: 74.8

How did CC(C)Cn1c(/C=N/Nc2nc3ccccc3[nH]2)nc2ccccc21 do in these assays?
Yeast life ext: -9.2; GALR2 blocker: 8.6; MRP-1 activ: 0.1; Yeast growth inh: -1.1; NPY Y2 blocker: 0.1; Phagocyt inh: -11.7; PTEN del growth: 13.5; bCat KO growth: 11.6

How did NC(CC(=O)OC1CCCCC1)C(=O)OC1CCCCC1 (stereo not given) do in these assays?
Yeast life ext: -22.4; GALR2 blocker: -3.4; MRP-1 activ: 0.3; Yeast growth inh: -23.0; Measles CPE: 5.0; E-sel TNF inh: -91.9; NPY Y2 blocker: 2.1; Phagocyt inh: -0.5; PTEN del growth: 100.2; bCat KO growth: 94.7
